Screening data as filed in PubChem.
PRMT1 inh = inhibitors of human PRMT1; AID 652257; recombinant PRMT1, activity-based probe fluorescence polarization; Q99873; inhibition, % at 2.79 µM; 370,000 compounds, 1.3% hits;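 active means inhibition above about 21% made by adding two undisclosed values, limit read from the data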
rCAG RNA binder = molecules binding r(CAG) RNA repeats; r(CAG) RNA repeat, TO-PRO-1 dye displacement fluorescence; inhibition, % at 3 µM; 370,000 compounds, 1.3% hits; AID 651821;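 active means inhibition above the plate cutoff, the mean of all test compounds on that plate plus 3 SD, cut at about 35% in these data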;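 further: 0% = DMSO alone and 100% = 100 µM mitoxantrone as full dye displacement; higher means more dye released from RNA so lower well fluorescence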
GC-B act = GC-B (human) receptor activation | P20594 | HEK293-GC-B cells, CNP EC30, cGMP TR-FRET; 0% at EC30 CNP, 100% saturating CNP | activation, % at 10 µM | 370,000 compounds, 0.11% hits | AID 1920062;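 active means activation at 10 µM reaching about 35% in either raw or pattern-adjusted values, limit read from the data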
UHRF1 MBD2 ctr = human UHRF1 methylated DNA binding inhibitors | UHRF1 binding to methylated oligo, TR-FRET | inhibition, % at 4.4 µM | 370,000 compounds, 0.75% hits | AID 687016; in the data active means inhibition above about 21%;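 further: UHRF1 SRA domain binding a hemimethylated CpG hairpin DNA probe; 0% = median of test compound wells and 100% = reference inhibitor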
Target sequence (Q96T88 whole entry, looked up, the tested form may be a part): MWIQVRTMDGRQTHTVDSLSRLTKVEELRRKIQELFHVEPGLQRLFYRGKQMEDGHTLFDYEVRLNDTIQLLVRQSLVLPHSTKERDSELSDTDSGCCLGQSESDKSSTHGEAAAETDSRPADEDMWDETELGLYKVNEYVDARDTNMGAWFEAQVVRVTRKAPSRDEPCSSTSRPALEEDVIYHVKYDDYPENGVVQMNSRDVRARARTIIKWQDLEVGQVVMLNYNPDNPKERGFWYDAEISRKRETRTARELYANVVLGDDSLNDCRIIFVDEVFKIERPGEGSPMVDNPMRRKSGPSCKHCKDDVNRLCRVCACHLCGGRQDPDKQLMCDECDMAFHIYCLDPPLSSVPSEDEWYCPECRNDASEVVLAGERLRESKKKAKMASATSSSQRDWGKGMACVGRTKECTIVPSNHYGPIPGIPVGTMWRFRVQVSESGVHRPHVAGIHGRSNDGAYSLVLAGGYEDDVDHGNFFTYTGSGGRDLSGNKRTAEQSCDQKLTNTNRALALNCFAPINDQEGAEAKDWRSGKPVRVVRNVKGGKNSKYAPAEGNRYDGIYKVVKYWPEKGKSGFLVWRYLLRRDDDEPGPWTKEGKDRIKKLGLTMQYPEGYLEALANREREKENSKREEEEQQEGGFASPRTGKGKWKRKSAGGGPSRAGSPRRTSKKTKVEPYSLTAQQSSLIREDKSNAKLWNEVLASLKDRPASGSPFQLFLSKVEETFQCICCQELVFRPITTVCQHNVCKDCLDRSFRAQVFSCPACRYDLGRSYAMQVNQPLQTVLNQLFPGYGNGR
MBD2 DNA inh = inhibitors of human MBD2 binding to methylated oligonucleotide. Q9UBB5. TR-FRET. inhibition, % at 4.4 µM. 370,000 compounds, 0.31% hits; in the data active means inhibition above about 13%
GC-A act = GC-A (human) enzyme activation; activation, % at 10 µM; P16066; 370,000 compounds, 0.14% hits; HEK293 GC-A cells, cGMP TR-FRET, EC30 ANP; 0% at EC30 ANP, 100% saturating ANP; in the data active means activation above about 40%
ABHD4 inh = ABHD4 (mouse) inhibition, primary FP screen | Q8VD66 | 370,000 compounds, 0.54% hits | purified mABHD4, FP-Rh probe fluorescence polarization | AID 720543 | inhibition, % at 8.92 µM;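 active means inhibition exceeding the mean over every tested compound plus 3 SD, cut at about 30% in these data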;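 further: 0% = plate median of compound wells and 100% = S159A mutant with DMSO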
Target sequence (Q8VD66 whole entry, looked up): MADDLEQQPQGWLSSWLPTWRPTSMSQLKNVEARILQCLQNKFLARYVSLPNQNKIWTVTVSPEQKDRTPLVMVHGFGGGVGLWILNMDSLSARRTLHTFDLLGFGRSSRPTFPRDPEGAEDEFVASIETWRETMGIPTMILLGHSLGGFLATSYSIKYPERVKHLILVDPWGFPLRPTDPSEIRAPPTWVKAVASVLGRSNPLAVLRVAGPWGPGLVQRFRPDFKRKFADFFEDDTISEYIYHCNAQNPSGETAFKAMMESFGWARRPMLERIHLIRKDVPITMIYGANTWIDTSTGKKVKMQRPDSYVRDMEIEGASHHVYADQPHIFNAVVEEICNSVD
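Test system: mABHD4 protein; Read-out basis: % inhibition; Incubation: 45 min + 60 min at 25 °C; Repeats: single replicate; Technique: fluorescence polarization with parallel and perpendicular emission, 525/598 nm; Compound: 8.92 µM, single dose; Benchmarks: full inhibition S159A mutant plus DMSO, zero as sample-well median.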
TCR-CD3 inh = blocks the human TCR-CD3 interaction; TAMRA-labeled TCR probe fluorescence, biochemical; inhibition, % at 9.4 µM; 360,000 compounds, 0.37% hits; AID 651800; in the data active means inhibition above about 19%;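 further: recombinant mutant TCR 2C K166C tagged with TAMRA read by polarization; 0% = receptor in buffer alone and 100% = receptor with positive control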
HTRA1 inhibitor = inhibitors of human serine peptidase HTRA1. recombinant HTRA1, FP-rhodamine activity-based probe, fluorescence polarization. Q92743. 340,000 compounds, 0.5% hits. inhibition, % at 5.96 µM; in the data active means inhibition above about 36%;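 further: 0% = enzyme with DMSO and 100% = wells lacking enzyme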
SIAE inh = human SIAE inhibition, primary screen; 370,000 compounds, 0.69% hits; Q9HAT2; inhibition, % at 9.66 µM; SIAE FP-Rh probe binding, fluorescence polarization;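 active means inhibition above a cutoff: mean of compounds within the control limits plus 3 SD of those, cut at about 17% in these data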;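 further: 0% = plate median of compound wells and 100% = probe without SIAE protein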
Active calls of the source: *; x = no result given. These rows are one share of the data; the hit share may differ from the screen's.

SMILES	PRMT1 inh	rCAG RNA binder	GC-B act	UHRF1 MBD2 ctr	MBD2 DNA inh	GC-A act	ABHD4 inh	TCR-CD3 inh	HTRA1 inhibitor	SIAE inh
COc1ccc(C(OC(=O)c2ccco2)C(=O)NC2CCCC2)cc1OC (stereo not given)	-2	1	1	-1	-3	-3	3	5	6	0
COc1ccc(S(=O)(=O)N(C)C[C@H]2OCc3cn(nn3)CCCC(=O)N([C@H](C)CO)C[C@@H]2C)cc1	-5	2	1	-1	0	0	-5	4	2	-9
Cc1c(OC(C)C(=O)O)ccc2c(-c3ccccc3)cc(=O)oc12 (stereo not given)	1	0	-3	1	-4	2	2	-1	-1	1
Cc1ccc(S(=O)(=O)N(C)CC(=O)OCC(=O)c2ccc3c(c2)NC(=O)CO3)cc1	-2	5	-2	-1	-5	0	-5	1	-3	-1
COC(=O)C/C(C)=N/Nc1ccc(S(=O)(=O)N2CCCC2)cc1[N+](=O)[O-]	2	9	3	-5	-10	-2	11	0	-2	-6
COc1ccc(N(CC(=O)Nc2cccc(N(C)S(C)(=O)=O)c2)S(=O)(=O)c2ccccc2)cc1Cl	4	15	3	-2	-4	-6	-17	-2	-22	-15
CN1C(C(=O)N2CCc3ccccc3C2)=CC(c2ccc(F)cc2)=NS1(=O)=O	-1	3	2	0	-3	-3	0	8	-13	-1
Cc1cn([C@H]2C[C@H](O)[C@@H](CCC(=O)NCc3ccc(N(C)C)cc3)O2)c(=O)[nH]c1=O	-1	1	-3	1	-3	2	1	5	3	6
Cc1ccc2nc(CSc3nnc(Nc4ccccc4F)s3)cc(=O)n2c1	-2	5	9	-1	-4	-4	5	5	3	-3
CCOC(=O)C(C)c1n[nH]c(=O)c2ccccc12 (stereo not given)	-4	0	-1	0	1	2	-3	-1	-2	7
Cc1ccc(C)c(NC(=S)N2C3CCCC2CC(NC(=O)C2CC2)C3)c1 (stereo not given)	1	-4	-1	5	0	5	0	-2	-1	0
COC(=O)c1ccccc1-c1ccc(/C=N/NC(=O)c2cc3ccccc3o2)o1	0	6	9	-3	3	4	-24	-1	-51	-23
CCOC(=O)C1=C(COC(=O)c2ccc([N+](=O)[O-])s2)NC(=O)NC1C (stereo not given)	-1	3	0	3	-1	-2	-7	-7	36	-1
CC(C)C[C@@H]1COc2cccc(N3CCC[C@@H]3CO)c2S(=O)(=O)N1	5	-1	5	3	3	0	4	-4	x	-3
Cc1ccc(NC(=O)CN(C)C(=O)c2cc3c(s2)CCCCC3)cc1	0	3	-1	0	3	0	-3	-1	-10	-3
COc1cc(C2Nc3ccccc3C(=O)N2c2ccccc2)ccc1O (stereo not given)	4	3	-13	19	10	-1	8	0	-5	5
O=[N+]([O-])c1ccc(O)c(/C=N/Nc2nn[nH]n2)c1	1	0	0	-2	-2	-4	19	7	8	0
Nc1ncnn1Cc1ccccc1	-5	2	-4	-1	0	3	1	5	1	1
Cc1ccccc1-c1ccc2c(c1)[C@@H]1C[C@H](N(C)C(=O)c3ccco3)[C@H]([C@H](C)O)CN1CC2	-6	4	9	-3	0	3	7	5	x	-8
COc1ccc(CNC(=O)CN(c2ccc(C(C)=O)cc2)S(=O)(=O)c2ccc(C)cc2)cc1OC	0	3	-1	-1	-1	-2	5	-1	2	8
C(=N\n1cnnc1)/c1ccc(OCc2cccc3ccccc23)cc1	-1	1	-7	2	-7	-6	-51	-5	-47	-16
CCCS(=O)(=O)c1c(S(=O)(=O)CCC)c2c(C)cccn2c1C(=O)OC	-3	-7	-2	1	2	-3	5	-6	-1	-1
CCC1(c2ccc(F)cc2)NC(=O)N(CC(=O)NCc2ccc(F)cc2)C1=O (stereo not given)	4	-4	-5	0	5	2	-8	0	-1	1
CC(CCc1ccccc1)NC(=O)CSc1ccccn1 (stereo not given)	0	-5	-8	3	1	-2	-5	3	6	-6
COc1ccccc1OCCCC(=O)Nc1nccs1	4	1	-8	-1	2	5	-4	5	-9	-6
COCC(=O)N(C)[C@H]1C[C@H]2c3[nH]c4cccc(-c5cccc(F)c5)c4c3CCN2C(=O)[C@H]1[C@H](C)O	3	4	-6	-3	-2	2	-5	x	x	3
C=CCOCCN1C(=O)C2C(c3ccccc3)C=CC(c3ccccc3)C2C1=O (stereo not given)	-1	-2	3	-1	2	1	2	5	4	7
COc1coc(/C=C/C(=O)O)cc1=O	3	-3	3	2	3	6	1	1	-1	3
COc1ccc(S(=O)(=O)Nc2c(O)ccc3ccccc23)cc1OC	11	7	2	6	-3	1	18	-2	5	10
CNS(=O)(=O)c1cccc(C(=O)OC2CCCCC2=O)c1 (stereo not given)	-1	0	3	10	0	3	0	5	5	1

Single records, from the list above. Screens in order: PRMT1 inh	rCAG RNA binder	GC-B act	UHRF1 MBD2 ctr	MBD2 DNA inh	GC-A act	ABHD4 inh	TCR-CD3 inh	HTRA1 inhibitor	SIAE inh
Cc1ccccc1-c1ccc2c(c1)[C@@H]1C[C@H](N(C)C(=O)c3ccco3)[C@H]([C@H](C)O)CN1CC2 as listed: -6	4	9	-3	0	3	7	5	x	-8
COc1ccc(CNC(=O)CN(c2ccc(C(C)=O)cc2)S(=O)(=O)c2ccc(C)cc2)cc1OC as listed: 0	3	-1	-1	-1	-2	5	-1	2	8

Other compounds.
SMILES	PRMT1 inh	rCAG RNA binder	GC-B act	UHRF1 MBD2 ctr	MBD2 DNA inh	GC-A act	ABHD4 inh	TCR-CD3 inh	HTRA1 inhibitor	SIAE inh
CC(C)(C)C1(C)OC(C(N)=O)C(C(N)=O)O1 (stereo not given)	-3	-2	-4	0	3	2	1	1	-7	1
Cc1nnc2c(-c3ccccc3)nc3ccccc3n12	3	-1	4	0	-2	2	7	4	3	-1
Cc1nonc1C1CCCN1Cc1nc(-c2ccccc2Cl)oc1C (stereo not given)	2	-6	-3	1	6	-4	3	-3	-6	-2
Cc1ccc2nc(-c3ccccc3N)[nH]c2c1	3	0	1	1	-2	8	1	-3	-9	0
COc1ccc(/C=C(/NC(=O)c2ccccc2)C(=O)N/N=C/c2ccncc2)cc1	-2	5	-1	-3	-3	-3	6	-8	-1	0
O=C(CCc1nc2ccccc2s1)NC1CCOC1=O (stereo not given)	4	-1	6	1	-2	0	1	0	3	-5
CC(=O)c1c(C)[nH]c(C(=O)OCC(=O)NCCC(C)C)c1C	-4	-4	-6	2	2	-2	-1	7	-1	2
O=C1CC(=O)C(n2cncn2)C(c2c(F)cccc2Cl)C1 (stereo not given)	0	26	1	0	-1	1	0	5	-1	-3
CC1(C)NC(=O)N(CCCSc2ccc(Cl)cc2)C1=O	-2	-2	3	1	-1	3	-5	2	-2	4
COC(=O)Cc1ccc(NC(=S)Nc2ccc(N3CCOCC3)cc2)cc1	4	2	2	-1	-1	3	18	3	-4	8
CC(=O)Nc1ccc(S(=O)(=O)N(C)c2ccccc2)cc1	-2	10	5	0	0	0	1	0	6	11
COc1ccccc1Nc1nnc(SCc2cc(=O)n3cc(C)ccc3n2)s1	-2	5	4	-1	-3	1	8	4	-7	1
CCOC(=O)c1c(S(=O)(=O)Nc2ccc(F)cc2C)c(C)n(C)c1C	3	-5	0	-2	6	0	4	-4	-4	1
Cn1nnnc1SCc1nnc(-c2ccc(F)cc2)o1	-1	2	3	-2	6	0	-1	2	5	-2
CN(C)C1(CNC(=O)C2CCN(S(=O)(=O)c3c(Cl)cccc3Cl)CC2)CCCCC1	0	-2	2	-1	-7	1	5	-5	0	0
Cc1ccc(S(=O)(=O)Nc2nc(C)c(C(=O)Nc3ccccc3)s2)cc1	-2	36*	2	0	-2	2	6	12	-12	0
O=c1c2c3c(sc2ncn1/N=C/c1ccc([N+](=O)[O-])o1)CCCC3	1	6	-4	-1	1	2	5	9	-3	4
COc1ccc(NC(=O)c2nc[nH]c2C(=O)Nc2ccccc2C)cc1	-4	0	-8	-4	2	2	-6	-4	-1	2
O=C(/C=C/c1ccccc1[N+](=O)[O-])NCCCN1CCCC1=O	0	-3	-4	-1	0	0	0	-6	2	3
CCCC(=O)Nc1ccc(-c2cnc(-c3ccc(NC(=O)CCC)cc3)nc2)cc1	-1	1	-1	2	0	6	-5	-2	4	-9
O=c1nc(-c2ccccc2Cl)c2cc(F)ccc2[nH]1	9	-1	-1	-1	2	1	-8	-1	7	3
COCCNS(=O)(=O)c1ccc(C2CNC(=O)C2)cc1 (stereo not given)	-2	2	5	-2	2	-3	-3	3	3	2
CCc1nc(C)cn1S(=O)(=O)c1cc(F)ccc1OC	-1	-1	-1	-2	0	1	4	-4	0	0
O=C(Nc1ccc(F)cc1)c1cc(S(=O)(=O)N2CCCCC2)cs1	0	1	-5	0	-3	1	-12	0	-15	-22
c1ccc(C2=Nc3cccnc3C(c3ccccc3)=NN2)cc1	0	0	-5	1	7	-1	3	2	-3	-3
CCn1c(SCC(=O)Nc2cc(C)on2)nc2c([nH]c3ccccc32)c1=O	-1	-1	-1	-1	2	59*	3	5	2	-1
Cc1onc(-c2c(F)cccc2Cl)c1C(=O)OCC(=O)c1c[nH]c2ccccc12	-2	11	-8	-3	2	-16	-54	-5	-38	-26
O=C(Nc1cnn(Cc2ccccc2)c1)NC12CC3CC(CC(C3)C1)C2	-1	3	3	0	0	0	-5	-4	-8	-1
CCC(=O)NC(=S)Nc1ccc(NC(=O)COc2ccc([N+](=O)[O-])cc2)cc1	0	7	1	0	4	0	-7	-1	-16	3
Cc1ccccc1-n1c(SCC(=O)N2CCN(c3ccccn3)CC2)nnc1N1CCOCC1	-4	-3	2	3	-4	-5	-4	-8	-1	-1
CC(C)C(=O)N1CCC(Cc2ccccc2)CC1	0	-4	-3	0	0	4	-2	0	6	11
Nc1nonc1N1CCCCC1	1	-1	1	-1	6	3	1	0	-3	-3
C[C@H](CO)N1C[C@H](C)[C@@H](CN(C)Cc2ccc(C(=O)O)cc2)Oc2c(cccc2N(C)C)C1=O	-2	-3	2	-2	1	-1	2	6	8	6
CC(=O)Nc1ccc2nc(NC(=O)COc3ccccc3)sc2c1	4	0	-2	1	6	-2	-3	3	3	2
CCOC(=O)C1=C(c2ccccc2)NC(=O)NC1c1ccc(OCC#N)c(OC)c1 (stereo not given)	1	-2	-6	2	0	-4	-12	7	2	-3
O=C1/C(=C\c2ccc([N+](=O)[O-])cc2)CCc2ccccc21	-2	2	-6	11	2	2	-9	-4	-2	1
CCc1ccc2nc(Nc3nc(COC)cc(=O)[nH]3)nc(C)c2c1	2	26	2	2	6	14	4	-4	-1	2
CC(C)(C)NC(=O)c1ccccc1NC(=O)c1ccc2c(c1)OCO2	-1	-3	5	-1	1	-1	-7	0	0	-7
Cc1cc(OCc2cccc(Cl)c2)c(C)cc1CN1CCOCC1	1	-5	1	2	3	-5	-5	-5	0	4
CCCCn1c(N)c(N(CC(C)C)C(=O)CSc2nnc(C)n2-c2ccc(OC)cc2)c(=O)[nH]c1=O	-7	-5	-7	-1	-2	0	-4	1	-1	-11
N/C(=N\OC(=O)Cc1ccccc1[N+](=O)[O-])c1cccc(Br)c1	-1	2	1	-1	-6	3	-6	4	-11	3

Taken from above:
In TCR-CD3 inh, `CC(=O)Nc1ccc2nc(NC(=O)COc3ccccc3)sc2c1` is entered as 3
In HTRA1 inhibitor, `CCOC(=O)C1=C(c2ccccc2)NC(=O)NC1c1ccc(OCC#N)c(OC)c1` (stereo not given) is entered as 2
In PRMT1 inh, `CC(C)(C)NC(=O)c1ccccc1NC(=O)c1ccc2c(c1)OCO2` is entered as -1
In TCR-CD3 inh, `CCCCn1c(N)c(N(CC(C)C)C(=O)CSc2nnc(C)n2-c2ccc(OC)cc2)c(=O)[nH]c1=O` is entered as 1
In ABHD4 inh, `Cc1cc(OCc2cccc(Cl)c2)c(C)cc1CN1CCOCC1` is entered as -5
In TCR-CD3 inh, `CCc1ccc2nc(Nc3nc(COC)cc(=O)[nH]3)nc(C)c2c1` is entered as -4
